Source: PubChem BioAssay
PGC1a acetyl inh = modulators of PGC1a acetylation; U2OS PGC1a acetylation, AlphaScreen anti-acetyl-lysine; with virally co-expressed GCN5 acetyltransferase; inhibition, % at 15.6 µM; 0.17% of 350,000 active;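 active = every replicate shows inhibition of at least 40%; inconclusive = mean inhibition at least 40% but some replicate below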;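 also: 0% = neutral control wells and 100% = positive control wells; some results beyond the cut were filed as inactive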
PglD inh = blocks C. jejuni PglD acetyltransferase activity | purified PglD enzyme, DTNB colorimetric CoA detection | AID 602405 | inhibition, % at 12.5 µM | 0.098% of 360,000 active; in the data active = inhibition above about 16%, passing the limit was not always enough; inconclusive = no clear call, values can overlap the other calls; also: strong numbers were not always called active
LGR2 inh = blocks bursicon-induced cAMP signaling via Drosophila LGR2; inhibition, % at 9.99 µM; HEK293 LGR2, CRE-luciferase, bursicon-stimulated, 4 h; 0.35% of 380,000 active;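 active = drop in luminescence signal, shown as inhibition above about 50% in the replicate tests, limit read from the data, passing the limit was not always enough; inconclusive = probably only some replicates passing the limit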;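 also: agonist challenge used bursicon conditioned medium at about half maximal strength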
Active calls of the source: *. These rows are one share of the data; the hit share may differ from the screen's.

`Cc1cccc(C)c1NC(=O)C(NC=O)c1ccccc1` (configuration not stated) gave PGC1a acetyl inh 8.1, PglD inh 3.8 and LGR2 inh 14.0.
`N/C(=N\c1nc2ccccc2o1)NC(=O)c1ccccc1F` gave PGC1a acetyl inh -7.5, PglD inh -4.8 and LGR2 inh -67.4.
CCN(CC)S(=O)(=O)c1ccc(O)c(C(=O)OCC(=O)N(C)Cc2ccccc2)c1 was read as PGC1a acetyl inh -11.1, PglD inh -1.5 and LGR2 inh -12.9.
For COc1cc(C2C3C(=O)N(c4ccccc4)C(=O)C3ON2c2ccccc2)cc(OC)c1OC (configuration not stated) the results were PGC1a acetyl inh -7.9, PglD inh 6.0 and LGR2 inh 18.5.
Screening COc1ccc(S(=O)(=O)NCC2CCC(C(=O)NCc3ccco3)CC2)cc1 (configuration not stated) returned PGC1a acetyl inh -14.8, PglD inh 1.3 and LGR2 inh 11.8.
For COC(=O)c1ccc(NC(=O)CCN2CCN(CCC(=O)Nc3ccc(C(=O)OC)cc3)CC2)cc1 the results were PGC1a acetyl inh -3.9, PglD inh -6.6 and LGR2 inh -12.2.
Screening O=C(CSc1ccccc1)Nc1ccc(N2CCN(c3ccccc3)CC2)c(F)c1 returned PGC1a acetyl inh -13.4, PglD inh -10.1 and LGR2 inh -20.1.
Screening O=C(CCc1ccc(S(=O)(=O)NC2CCCCC2)cc1)Nc1ccccc1 returned PGC1a acetyl inh -8.2, PglD inh 4.3 and LGR2 inh 2.4.
`CC(C)n1nnnc1SCC(=O)NCc1ccco1` gave PGC1a acetyl inh 4.4, PglD inh 2.1 and LGR2 inh 24.1.
Screening CCc1ccc(NC(=O)C2C3/C=C\CCCCC32)cc1 (configuration not stated) returned PGC1a acetyl inh 9.1, PglD inh 2.6 and LGR2 inh -66.9.
Screening Cc1c(C(c2cccc(O)c2)c2c(C)n(C)n(-c3ccccc3)c2=O)c(=O)n(-c2ccccc2)n1C returned PGC1a acetyl inh 5.7, PglD inh -1.2 and LGR2 inh -5.3.
Screening CC(=O)Nc1c(O)nc(SCC(=O)N2CCN(c3ccc(F)cc3)CC2)[nH]c1=O returned PGC1a acetyl inh -2.1, PglD inh 1.5 and LGR2 inh -5.1.
`O=C(O)CCNC(=O)c1ccc(Br)o1` gave PGC1a acetyl inh -2.8, PglD inh 1.7 and LGR2 inh 11.9.
For CC1=C(C(=O)OC(C)C)C(c2cccnc2)C2=C(CC(C)(C)CC2=O)N1 (configuration not stated) the results were PGC1a acetyl inh -1.6, PglD inh -2.9 and LGR2 inh -6.1.
For COc1ccc(CN2CCN(C(=O)CC(C)C)CC2)c(OC)c1OC the results were PGC1a acetyl inh -20.2, PglD inh -6.1 and LGR2 inh 13.1.
For Cc1ccccc1NC(=O)NCCCN1CCN(C2CCCCC2)CC1 the results were PGC1a acetyl inh -2.7, PglD inh -0.1 and LGR2 inh 4.9.
Screening CCCCNC(=O)Nc1c(C(=O)OCC)[nH]c2ccccc12 returned PGC1a acetyl inh 3.3, PglD inh -4.6 and LGR2 inh -4.4.
COC(=O)CCC(=O)Nc1ccc(C)cc1OC(=O)CCC(=O)OC was read as PGC1a acetyl inh 7.1, PglD inh -4.4 and LGR2 inh -4.7.
O=C(N/N=C/c1ccc(Sc2nc3ccccc3s2)c([N+](=O)[O-])c1)c1ccccn1 was read as PGC1a acetyl inh -2.4, PglD inh 4.3 and LGR2 inh -16.8.
`CC(C)CCNC(=O)C(c1cccnc1)N(Cc1ccccc1)C(=O)Cn1nnc2ccccc21` (configuration not stated) gave PGC1a acetyl inh -13.1, PglD inh 0.1 and LGR2 inh 13.0.
Cc1cc(C(=O)N/N=C2\CCCC(=O)C2)c2ccccc2n1 was read as PGC1a acetyl inh -4.2, PglD inh -1.4 and LGR2 inh 12.7.
O=c1oc(-c2ccccc2NS(=O)(=O)c2ccccc2)nc2ccccc12 was read as PGC1a acetyl inh 9.3, PglD inh 0.8 and LGR2 inh 7.4.
`CC(Cc1cccs1)NC(=O)Nc1ccccc1` (configuration not stated) gave PGC1a acetyl inh 4.7, PglD inh -2.2 and LGR2 inh -25.5.
N#C/C(=C\c1cn[nH]c1-c1ccc(Cl)cc1)C(=O)NCc1ccccc1 was read as PGC1a acetyl inh -1.3, PglD inh 7.3 and LGR2 inh 1.8.
Cc1nn(Cc2ccccc2Cl)c(C)c1NC(=O)/C=C/c1cnn(C)c1 was read as PGC1a acetyl inh 29.7, PglD inh -1.9 and LGR2 inh 13.4.
`O=c1c2c(nc3cc(-c4ccc(F)cc4)[nH]n13)CCCC2` gave PGC1a acetyl inh -21.0, PglD inh 0.7 and LGR2 inh inconclusive.
For O=C(Nc1ccc2c(c1)OCO2)C1CCCN1C(=O)OCc1ccccc1 (configuration not stated) the results were PGC1a acetyl inh -2.9, PglD inh 19.2 and LGR2 inh 14.2.
For COc1cccc(OC)c1C(=O)Nc1ccc(CN2CCOCC2)cc1 the results were PGC1a acetyl inh 0.1, PglD inh -1.2 and LGR2 inh -23.6.
Cc1cc(C)nc(NC(=O)c2cccc([N+](=O)[O-])c2C)n1 was read as PGC1a acetyl inh -12.4, PglD inh 0.4 and LGR2 inh -5.2.
Screening COc1ccc(C(=O)c2ccc(N3CCN(C4CC(=O)NC4=O)CC3)cc2)cc1F (configuration not stated) returned PGC1a acetyl inh 2.6, PglD inh -0.2 and LGR2 inh -17.5.
Screening CC1(C)N([O-])C2=C(c3ccccc3C2=O)[N+](=O)C1(C)C returned PGC1a acetyl inh 12.2, PglD inh 7.4 and LGR2 inh 7.0.
For CC(C)CNC(=O)c1ccccc1NC(=O)CN(c1ccc2c(c1)OCCO2)S(C)(=O)=O the results were PGC1a acetyl inh 2.4, PglD inh -2.5 and LGR2 inh -3.1.
For O=C(NCCc1ccccc1)C1CCN(S(=O)(=O)c2cccs2)CC1 the results were PGC1a acetyl inh -8.5, PglD inh 3.4 and LGR2 inh 10.7.
C(/C=C/c1ccco1)=N/N1CCN(c2ccccc2)CC1 was read as PGC1a acetyl inh 6.3, PglD inh -4.0 and LGR2 inh -83.8.
Cc1ccc(C)c(NC(=O)C2C(c3ccccc3)C2(Cl)Cl)c1 (configuration not stated) was read as PGC1a acetyl inh -7.0, PglD inh 5.6 and LGR2 inh 17.5.
Screening CCOC(=O)c1c(C)[nH]sc1=S returned PGC1a acetyl inh -7.7, PglD inh 1.1 and LGR2 inh 8.1.
`Cc1ccc(Cl)c2c1NC(=O)C2(O)CC(=O)c1ccc(F)cc1` (configuration not stated) gave PGC1a acetyl inh -2.8, PglD inh 5.3 and LGR2 inh 12.3.
`Cc1ccc(OCC(=O)Nc2ccc(Cl)cc2)c(-n2nc3ccccc3n2)c1` gave PGC1a acetyl inh 12.1, PglD inh -5.0 and LGR2 inh -23.6.
For COc1cc(C2/C(=C(\O)c3ccc4c(c3)CC(C)O4)C(=O)C(=O)N2CCCn2ccnc2)ccc1O (configuration not stated) the results were PGC1a acetyl inh -1.8, PglD inh -6.5 and LGR2 inh -2.8.
CC(C)(C)NC(=O)Cn1cnc([N+](=O)[O-])n1 was read as PGC1a acetyl inh 1.4, PglD inh -1.1 and LGR2 inh 5.0.

Pulled by compound from the entries so far, six records:
For COc1cc(C2/C(=C(\O)c3ccc4c(c3)CC(C)O4)C(=O)C(=O)N2CCCn2ccnc2)ccc1O (configuration not stated) the results were PGC1a acetyl inh -1.8, PglD inh -6.5 and LGR2 inh -2.8.
Cc1cc(C(=O)N/N=C2\CCCC(=O)C2)c2ccccc2n1 was read as PGC1a acetyl inh -4.2, PglD inh -1.4 and LGR2 inh 12.7.
Cc1ccc(C)c(NC(=O)C2C(c3ccccc3)C2(Cl)Cl)c1 (configuration not stated) was read as PGC1a acetyl inh -7.0, PglD inh 5.6 and LGR2 inh 17.5.
`O=c1c2c(nc3cc(-c4ccc(F)cc4)[nH]n13)CCCC2` gave PGC1a acetyl inh -21.0, PglD inh 0.7 and LGR2 inh inconclusive.
CC(C)(C)NC(=O)Cn1cnc([N+](=O)[O-])n1 was read as PGC1a acetyl inh 1.4, PglD inh -1.1 and LGR2 inh 5.0.
For COc1cccc(OC)c1C(=O)Nc1ccc(CN2CCOCC2)cc1 the results were PGC1a acetyl inh 0.1, PglD inh -1.2 and LGR2 inh -23.6.

(more compounds)
`N#Cc1c(-c2cccs2)cc(C2CC2)nc1SCC(N)=O` gave PGC1a acetyl inh 5.0, PglD inh -2.6 and LGR2 inh -21.1.
CCCC(=O)c1cc(F)c(N2CCN(S(=O)(=O)c3ccccc3)CC2)cc1C was read as PGC1a acetyl inh -16.9, PglD inh 0.4 and LGR2 inh -2.8.
For CCCCc1c(O)nc(SCC(=O)N2CCOCC2)[nH]c1=O the results were PGC1a acetyl inh -7.7, PglD inh 1.8 and LGR2 inh -3.1.
Screening N#Cc1c(N)n(C2CCCCC2)c2nc3ccccc3nc12 returned PGC1a acetyl inh -6.1, PglD inh 4.7 and LGR2 inh -13.4.
O=C(c1ccc(Cl)cc1)N1CCC(O)(CSc2ccc(Cl)cc2Cl)CC1 was read as PGC1a acetyl inh -0.4, PglD inh -8.1 and LGR2 inh -6.2.
CC1(C)CC(=O)C2=C(C1)NCN(Cc1ccc3c(c1)OCO3)C2 was read as PGC1a acetyl inh -1.5, PglD inh 2.8 and LGR2 inh -3.6.
`O=C(c1ccc2c(=O)n3c(nc2c1)CCCCC3)N1CCN(C(c2ccccc2)c2ccccc2)CC1` gave PGC1a acetyl inh -11.8, PglD inh -2.9 and LGR2 inh 15.0.
For O=S(=O)(c1ccccc1)N(Cc1nc(-c2ccccc2)no1)C1CCCCC1 the results were PGC1a acetyl inh 8.0, PglD inh -7.5 and LGR2 inh 28.0.
`CC(=O)c1ccc(N2CCN(C(=O)c3cc(-c4ccc5c(c4)OCO5)nc4ccccc34)CC2)cc1` gave PGC1a acetyl inh -36.1, PglD inh 2.3 and LGR2 inh -15.7.
Screening O=C1N=C2SCCN2/C1=C\c1ccc(Cl)cc1 returned PGC1a acetyl inh 3.5, PglD inh 30.4* and LGR2 inh -4.2.
For Cc1ccccc1C(=O)c1c[nH]c(C(=O)NCC2CCCO2)c1 (configuration not stated) the results were PGC1a acetyl inh 12.4, PglD inh -2.1 and LGR2 inh 8.9.
OC(CNCC1CCCO1)Cn1c2ccccc2c2ccccc21 (configuration not stated) was read as PGC1a acetyl inh -11.1, PglD inh -5.1 and LGR2 inh -3.0.
For Cc1cc(-c2nnc(SCc3cccnc3)o2)no1 the results were PGC1a acetyl inh 1.6, PglD inh -2.5 and LGR2 inh -3.7.
`Cc1ccc(S(=O)(=O)N2c3ccccc3NC(=O)C2CC(=O)Nc2ccccc2)cc1` (configuration not stated) gave PGC1a acetyl inh -12.4, PglD inh -2.8 and LGR2 inh -7.4.
For c1ccc(CN2CCN(c3nc(-c4ccccc4)nc4ccccc34)CC2)cc1 the results were PGC1a acetyl inh 1.3, PglD inh -5.0 and LGR2 inh 0.2.
Screening Cc1nnc(SCc2cccs2)[nH]c1=O returned PGC1a acetyl inh -4.6, PglD inh -0.3 and LGR2 inh 15.9.
For CCOc1cc(C)c(Cl)cc1S(=O)(=O)N(C)C the results were PGC1a acetyl inh -2.3, PglD inh 8.9 and LGR2 inh 14.1.
Screening CCSc1nnc(NC(=O)c2c(-c3ccccc3Cl)noc2C)s1 returned PGC1a acetyl inh -2.3, PglD inh -2.2 and LGR2 inh 9.1.
Screening CC(C)(C)NC(=O)Cn1nnnc1-c1nonc1N returned PGC1a acetyl inh -2.2, PglD inh -2.4 and LGR2 inh -16.5.
For COc1ccc(-n2nc3cc(C)c(NC(=S)NC(=O)c4ccccc4C)cc3n2)cc1 the results were PGC1a acetyl inh -2.7, PglD inh 0.2 and LGR2 inh -36.4.
Screening CC(=O)Nc1ccc2ccc3cccc4ccc1c2c34 returned PGC1a acetyl inh -10.6, PglD inh -4.6 and LGR2 inh -1.6.
For Cc1cc(C(=O)CSc2nncs2)c(C)n1-c1ccc2c(c1)OCO2 the results were PGC1a acetyl inh -5.9, PglD inh 3.0 and LGR2 inh -56.9.
O=C(COc1ccc2ccccc2c1)Nc1nc2ccccc2[nH]1 was read as PGC1a acetyl inh 3.9, PglD inh 0.0 and LGR2 inh -11.8.
Screening O=C(Nc1cccc(N2CCCC2)c1)c1cccs1 returned PGC1a acetyl inh -1.1, PglD inh -0.3 and LGR2 inh -9.7.
`CC(NS(=O)(=O)c1ccc(CCC(=O)NCC2CCCO2)cc1)c1ccccc1` (configuration not stated) gave PGC1a acetyl inh 8.9, PglD inh 4.4 and LGR2 inh -2.4.
For Cc1noc(C)c1Cc1c(Cl)cccc1Cl the results were PGC1a acetyl inh -3.3, PglD inh 5.6 and LGR2 inh 8.0.
Screening Cc1cc(C)c(C)c(S(=O)(=O)NCC(=O)Nc2sc3c(c2C(N)=O)CCCC3)c1C returned PGC1a acetyl inh 7.0, PglD inh -6.0 and LGR2 inh -11.5.
For CC(=O)Nc1ccc(OCC(O)Cn2c(C)nc3ccccc32)cc1 (configuration not stated) the results were PGC1a acetyl inh 12.3, PglD inh -7.5 and LGR2 inh 6.3.
`CSCc1cc(N(C)C)nc(SCc2ccc(Cl)cc2Cl)n1` gave PGC1a acetyl inh 1.0, PglD inh 3.0 and LGR2 inh 6.0.
For Cc1cccc(-c2ccc(C=Nc3c(C)n(C)n(-c4ccccc4)c3=O)o2)c1 the results were PGC1a acetyl inh 7.7, PglD inh -6.4 and LGR2 inh -20.1.
`CC1CN(C(=O)c2scc3c2OCCO3)CC(C)O1` (configuration not stated) gave PGC1a acetyl inh -5.3, PglD inh -4.0 and LGR2 inh 24.1.
Screening CCOC(=O)CN1C(=O)C(O)=C(C(C)=O)C1c1ccc([N+](=O)[O-])cc1 (configuration not stated) returned PGC1a acetyl inh 11.2, PglD inh 1.4 and LGR2 inh 4.1.
For O=C(CC1(O)C(=O)Nc2ccccc21)c1cccnc1 (configuration not stated) the results were PGC1a acetyl inh -6.1, PglD inh -1.4 and LGR2 inh -25.5.
